# High-throughput results: PubChem BioAssay, several laboratories
# DNMT1 block: inhibitors of human DNMT1; P26358; DNMT1 molecular beacon, Hinp1I cleavage, fluorescence; inhibition (reported as % activation of signal), % at 10 µM; 0.83% of 360,000 active; in the data active = inhibition above about 50%
# STEP inh: blocks human striatal-enriched tyrosine phosphatase. 0.25% of 360,000 active. inhibition, % at 20 µM. AID 588621. recombinant STEP, OMFP fluorogenic substrate, fluorescence;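 active = inhibition at 20 µM, scaled per plate between control wells, above about 37%, limit read from the data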;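 also: 0% = DMSO with enzyme and substrate and 100% = substrate only without enzyme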
#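 material = STEP tyrosine phosphatase | reagent = fluorogenic phosphatase substrate OMFP at 25 µM final | doses = single compound dose of 20 µM, 1% DMSO final | schedule = 20 min reaction, room temperature, in the dark | measured by = fluorescence, 480/540 nm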
# Scp-1 inhibitor: Scp-1 (human) phosphatase inhibition | Q9GZU7 | Recombinant Scp1, phosphopeptide, malachite green phosphate absorbance | inhibition, % at 20 µM | 0.88% of 340,000 active | AID 493091;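 active = inhibition above about 50% at 20 µM, limit read from the data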;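 also: plate controls were DMSO wells with enzyme for no effect and wells lacking enzyme for full effect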
# Target sequence (Q9GZU7 76-261 limits assumed): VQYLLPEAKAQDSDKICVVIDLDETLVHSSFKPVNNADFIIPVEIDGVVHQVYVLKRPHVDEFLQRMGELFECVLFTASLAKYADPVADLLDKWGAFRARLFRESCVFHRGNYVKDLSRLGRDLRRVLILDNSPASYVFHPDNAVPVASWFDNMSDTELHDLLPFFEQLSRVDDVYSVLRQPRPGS
#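 assay system = SCP-1 phosphatase catalytic domain, residues 76-261 | buffer or medium = 50 mM Tris acetate pH 5.5, 0.005% Tween-20, 10 mM MgCl2 | incubation = enzyme reaction 45 min at room temperature, colour 5 min, stabilisation 30 min | signal = Phosphate-binding colour reagent, absorbance read at 630 nm | measure = % inhibition at 20 µM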
# MLLE-PAM2 inh: blocks PAM2 peptide binding to the PABP1 MLLE domain. GST-MLLE / FITC-PAM2 fluorescence polarization. 0.36% of 360,000 active. P11940. inhibition, % at 20 µM; in the data active = inhibition above about 35%, passing the limit was not always enough;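 also: plate controls were DMSO wells with GST-MLLE for no effect and wells lacking GST-MLLE protein for full effect; some results filed as inactive read as strong as hits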
# Target sequence (P11940 whole entry, looked up, the tested form may be a part): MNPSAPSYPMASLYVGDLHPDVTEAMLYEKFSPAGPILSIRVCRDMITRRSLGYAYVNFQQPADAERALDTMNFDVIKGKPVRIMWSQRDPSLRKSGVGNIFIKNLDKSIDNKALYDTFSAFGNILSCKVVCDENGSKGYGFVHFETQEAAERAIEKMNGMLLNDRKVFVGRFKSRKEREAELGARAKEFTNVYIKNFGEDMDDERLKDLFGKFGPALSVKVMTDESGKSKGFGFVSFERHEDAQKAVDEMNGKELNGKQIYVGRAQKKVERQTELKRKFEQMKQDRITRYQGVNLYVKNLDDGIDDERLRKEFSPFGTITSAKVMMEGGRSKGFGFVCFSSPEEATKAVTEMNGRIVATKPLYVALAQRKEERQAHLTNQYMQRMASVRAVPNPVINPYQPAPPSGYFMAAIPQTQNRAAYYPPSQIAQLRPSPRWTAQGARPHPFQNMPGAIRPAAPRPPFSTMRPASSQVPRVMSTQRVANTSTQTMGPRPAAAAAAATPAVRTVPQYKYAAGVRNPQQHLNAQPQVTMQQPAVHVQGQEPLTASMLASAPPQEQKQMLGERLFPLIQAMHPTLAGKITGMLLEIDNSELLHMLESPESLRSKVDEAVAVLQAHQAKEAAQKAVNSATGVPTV
# LMPTP block: blocks human LMPTP phosphatase. AID 651560. recombinant LMPTP-A, OMFP fluorogenic substrate, fluorescence intensity. inhibition, % at 20 µM. P24666. 0.22% of 360,000 active;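 active = compounds that cut the enzyme signal by at least half of the control window in the single-dose screen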;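 also: plate controls were DMSO wells with enzyme plus substrate for no effect and substrate without enzyme for full effect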
#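 test system = LMPTP-A | amount = 0.625 nM LMPTP-A final | reagent = fluorogenic phosphatase substrate OMFP at 400 µM final | incubation = 50 min at room temperature | benchmarks = no-enzyme low control, uninhibited high control | medium = Bis-Tris pH 6.0, DTT, detergent | signal = fluorescence intensity of OMFP turnover product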
# CSN deneddyl inh: inhibitors of human CSN-mediated cullin deneddylation; Purified CSN, SCF-Nedd8-OG deneddylation, fluorescence polarization; inhibition, % at 12.5 µM; 0.38% of 360,000 active;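 active = pattern-corrected inhibition above about 35%, with an unprinted fluorescence ratio check between 0.5 and 1.5, limit read from the data, passing the limit was not always enough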;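 also: 0% = enzyme with substrate and 100% = substrate without enzyme; some results filed as inactive read as strong as hits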
#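 Assay system: purified human Csn5 enzyme expressed in HEK293T cells; measure: % inhibition; also added: SCFSkp2-Nedd8OG substrate at 10 nM final; technique: fluorescence polarization; times: reaction 90 min, room temperature; medium: Tris buffer pH 7.5, NaCl, DTT, Tween-20, trehalose, ovalbumin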
# Rpn11 block: blocks the human proteasome subunit Rpn11 | 0.59% of 360,000 active | calls only at 20 µM | O00487 | human 26S proteasome, Ub4-pepOG fluorescence polarization; 20S core pre-blocked with epoxomicin;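 active = inhibition at 20 µM, scaled to each plate's controls, above about 33%, limit read from the data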
# Tb MetRS inh: blocks T. brucei methionyl-tRNA synthetase activity; 0.4% of 360,000 active; inhibition, % at 11.9 µM; purified T. brucei MetRS, ATP depletion, Kinase-Glo luminescence; AID 624268;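 active = inhibition above a per-plate cutoff of the control wells' mean inhibition plus 3 SD, cut at about 5.5% in these data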;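 also: 0% = DMSO wells median and 100% = median of wells with control inhibitor compound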
#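 Material: T. brucei methionyl-tRNA synthetase, purified; reagent: substrates ATP, L-methionine and bulk Escherichia coli tRNA; dosing: 11.9 µM single point; timing: 15 min plus 2 h at 25 °C; detection: luminescence of leftover ATP; evaluation: % inhibition; control set: DMSO-only wells as low control; replicates: singlicate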
# NadD inh: blocks S. aureus nicotinate mononucleotide adenylyltransferase; purified NadD enzyme, colorimetric absorbance read-out; inhibition, % at 20 µM; 0.78% of 360,000 active; in the data active = inhibition above about 26%; also: some compounds past the cut are filed as inactive
# SUMO1 PPI mod: SUMO1-SIM interaction modulation; P63165; SUMO1 binding to a labelled peptide, TR-FRET, 1 h; inhibition, % at 20 µM; 0.33% of 360,000 active; AID 602429; in the data active = inhibition above about 37%
# Target sequence (P63165 whole entry, looked up): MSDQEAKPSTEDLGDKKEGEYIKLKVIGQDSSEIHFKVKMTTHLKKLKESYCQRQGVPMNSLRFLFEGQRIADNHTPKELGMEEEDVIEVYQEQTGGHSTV
# Active calls of the source: *; i = inactive; . = not tested or not shown. Rows were taken by chance. About 3.6% of those tested had a hit in this group.
SMILES,DNMT1 block,STEP inh,Scp-1 inhibitor,MLLE-PAM2 inh,LMPTP block,CSN deneddyl inh,Rpn11 block,Tb MetRS inh,NadD inh,SUMO1 PPI mod
Cc1ccc2nc(NNC(=O)c3ccc(S(=O)(=O)N4CCc5ccccc5C4)cc3)sc2c1,-7.3,1.9,9.7,-111.1,2.2,-3.4,i,-0.7,58.6*,-1.5
O=[N+]([O-])c1ccccc1N=Nc1c(O)[nH]c2ccc(F)cc12,25.2,3.0,2.2,-2.8,38.5,5.3,i,-0.1,9.5,-8.6
CSc1ccccc1-c1ccc2nccn2c1,5.6,-1.1,.,-30.0,2.3,0.2,i,0.0,3.8,-1.5
O=C(c1ccc(S(=O)(=O)N2CCCC2)cc1)N(c1ccc(F)cc1)C1C=CS(=O)(=O)C1 (stereo not drawn),4.8,-1.4,-9.5,10.2,-2.1,-3.5,i,-0.2,-3.7,10.6
O=C(NCc1cccnc1)c1ccccc1NS(=O)(=O)c1ccc(F)cc1,-1.8,0.5,-3.1,-2.0,1.1,-4.5,i,-0.3,2.6,7.7
Cn1c(=O)c2[nH]c(CNc3ccc(C(=O)O)cc3)nc2n(C)c1=O,1.5,1.3,-4.5,-10.4,-0.4,-2.9,i,-1.0,3.1,-4.2
COc1cccc(NC(=O)COC(=O)c2ccc3c(c2)OCCO3)c1,-0.6,0.0,.,-2.7,-0.9,-0.1,i,-0.4,-6.3,0.8
O=C(Oc1cccc(N2C(=O)CCC2=O)c1)c1ccccc1,-0.8,-1.9,-6.9,-8.5,-0.9,0.0,i,-0.7,2.9,0.4
CC1=NNC(=O)C1CCC(=O)N/N=C/c1ccc(Cl)cc1 (stereo not drawn),1.8,5.3,-1.3,-8.5,1.2,-0.8,i,-0.4,-2.4,-0.8
CC(Oc1cc2oc(=O)c3c(c2cc1Cl)CCC3)C(=O)NCCCN1CCCC1=O (stereo not drawn),2.9,-1.5,-3.8,6.3,-0.7,-0.6,i,0.1,2.3,-3.2
c1nnn(C23CC4CC(CC(C4)C2)C3)n1,0.8,-0.9,-2.2,-9.1,-0.9,0.8,i,-0.4,-4.7,-2.8
O=C(c1ccco1)N1CCN=C1SCc1cccc(Cl)c1,1.1,-0.7,-6.1,3.1,-0.2,1.0,i,-1.1,-0.9,0.3
COc1cc(OC)cc(C(=O)NCC(=O)OCC(=O)N2CC(C)CC(C)C2)c1 (stereo not drawn),0.1,-3.0,-3.3,-8.0,0.8,2.5,i,-0.2,0.1,2.2
O=C(c1ccc(CN2CCOCC2)cc1)N1CCN(c2ccccc2F)CC1,0.8,-0.8,-8.5,-1.1,-0.6,-4.7,i,-1.8,2.7,1.1
CCOc1ccc(C(C)=O)cc1CN1C(=O)NC2(CCCCCCC2)C1=O,-1.8,-0.2,-7.1,-5.9,0.9,3.2,i,0.0,-6.5,-0.1
COC(=O)c1ccccc1NC(=O)C1CCN(S(C)(=O)=O)CC1,5.5,-1.3,-4.0,7.2,-0.5,-3.8,i,-1.2,-1.5,2.1
CC(=O)NC(=S)Nc1ccc(S(=O)(=O)Nc2ncccn2)cc1,0.1,-0.5,-14.0,7.4,0.2,-0.3,i,-0.7,-0.6,-1.2
CCOC(=O)c1c(C)nn(Cc2ccccc2)c1N,3.1,0.9,-8.7,8.1,0.0,2.2,i,-0.3,-6.0,2.6
Cc1cccc(NC(=S)NC2CC3CCCC(C2)N3Cc2cccs2)c1C (stereo not drawn),-3.6,-0.6,6.7,-1.9,-2.3,0.2,i,-0.8,-4.9,-1.0
O=C(N/N=C\C=C\c1ccc2c(c1)OCO2)C1COc2ccccc2O1 (stereo not drawn),-11.1,3.7,1.2,-7.2,-1.1,3.9,i,-1.3,2.5,-10.2
CCC(=O)N1CCc2cc(S(=O)(=O)CCC(=O)Nc3ccc(OC)cc3)ccc21,2.2,0.4,-6.5,8.6,-0.6,1.6,i,0.2,0.6,-1.6
O=C(COC(=O)c1ccccc1Br)NCCN1C(=O)CSC1=O,4.4,3.5,-3.0,12.8,-1.0,0.9,i,-0.7,-6.2,-1.8
CC(C)(C)c1ccc(CSc2nnc(-c3ccccc3NC(=O)c3ccccc3)o2)cc1,5.0,1.4,-12.9,-77.6,0.6,-17.0,i,-0.4,-4.3,-0.3
COc1cc(OC)cc(C(=O)Nn2cc(C(=O)Nc3ccc(F)cc3F)c3ccccc3c2=O)c1,1.1,-1.0,-5.2,5.8,1.4,-2.3,i,-0.3,4.7,9.1
Cc1noc(N)c1C1(O)C(=O)N(C(C)C)c2ccccc21 (stereo not drawn),0.7,-0.3,-6.4,7.3,0.2,2.1,i,-0.6,-1.2,1.0

# (next part)
SMILES,DNMT1 block,STEP inh,Scp-1 inhibitor,MLLE-PAM2 inh,LMPTP block,CSN deneddyl inh,Rpn11 block,Tb MetRS inh,NadD inh,SUMO1 PPI mod
COc1ccc(N(CC(=O)Nc2ccc(S(=O)(=O)N3CCOCC3)cc2)S(C)(=O)=O)cc1OC,7.0,-2.5,.,10.5,-1.4,-1.3,i,0.1,-6.2,3.2
COC(C)(C)[C@]12CC(O)(c3ccccc3)ON1[C@H]1CCCCC1N2O (stereo partly drawn),-0.4,-0.7,-10.9,2.8,0.6,-1.5,i,-0.2,5.7,1.6
Cc1c(C(=O)OCC(=O)NCCN2C(=O)CSC2=O)oc2c1ccc1ccccc12,-2.4,-1.5,0.7,10.4,0.0,-14.2,i,-1.0,-2.6,-6.6
CCCCCNC(=O)C(C)NS(=O)(=O)c1ccc(OC)cc1 (stereo not drawn),-3.7,-0.1,1.1,6.8,-0.4,0.1,i,-1.0,4.7,1.5
COCCNC(=O)C1CCCN(c2ncccn2)C1 (stereo not drawn),1.4,-1.4,-6.5,13.2,-1.5,0.7,i,-0.1,-10.5,-2.8
COc1ccc(OC(=O)c2cccnc2)cc1,2.4,-0.5,-1.2,-7.7,-1.0,1.1,i,0.0,1.4,-3.3
CCn1c(C)cc(/C=C2/NC(=O)N(CC(=O)Nc3cccc(C)c3)C2=O)c1C,-27.8,-5.2,-5.5,-12.8,-0.5,2.5,i,-0.5,33.4*,-4.9
O=C(NCCCN1CCCC1=O)c1ccc2c(c1)NC(=O)c1ccccc1S2,0.4,-1.3,-0.4,-3.4,-0.4,-3.4,i,-0.3,-1.7,2.1
COc1cc(C(=O)N[C@H](C(=O)NC2CCCc3ccccc32)C(C)C)cc(OC)c1OC (stereo partly drawn),3.4,2.5,-7.7,-1.6,-0.9,-3.6,i,-0.3,-6.3,-7.6
Cc1ccc(S(=O)(=O)N(C)C)cc1NC(=O)c1sccc1Cl,1.4,0.1,-16.9,-10.2,-0.8,2.3,i,2.4,-4.5,30.6
Cc1cc(=O)n2c(ccc3ccccc32)c1C#N,0.7,6.3,-3.4,11.1,1.5,0.7,i,1.3,-0.2,-12.0
CCOC(=O)N1CCN(C(=O)Nc2ccc(NC(=O)N3CCN(C(=O)OCC)CC3)cc2)CC1,0.3,2.9,-11.0,-11.8,-1.3,-0.7,i,0.1,0.2,-4.3
CN(CC(=O)Nc1cccc(F)c1)C(=O)C1(c2ccccc2)CC1,1.2,0.5,-4.9,3.1,-5.5,-2.2,i,0.1,6.5,-1.4
Cc1ccc(C(O)P(=O)(OCc2ccccc2)c2ccc(N(C)C)cc2)cc1 (stereo not drawn),2.2,4.5,3.5,3.6,1.5,4.1,i,-0.9,-3.8,3.5
COc1cccc(NC(=O)CSc2nnc(-c3ccco3)c(-c3ccco3)n2)c1,87.4*,8.6,66.3*,25.9,3.1,38.8,i,0.0,5.8,26.2
CC(NC(=O)CN(c1ccc(Cl)cc1)S(C)(=O)=O)c1ccccc1 (stereo not drawn),57.5*,-2.5,-9.5,21.6,-0.7,-5.6,i,-0.3,-6.8,0.8
COc1ccccc1CNC(=O)CN1C(=O)C(C)N(c2ccc(C)cc2)C1=O (stereo not drawn),5.2,2.5,-5.0,-2.9,-1.2,1.9,i,-0.4,-5.1,0.0
Cc1ccc(S(N)(=O)=O)cc1NC(=O)C(c1ccccc1)c1ccccc1,-0.2,0.2,0.1,-0.1,0.7,-0.6,i,-0.3,-5.8,0.0
CCCC[C@@H]1CNC(=S)N1CCC12CC3CC(CC(C3)C1)C2,2.6,-2.5,-5.8,-120.4,1.0,0.6,i,-0.3,0.8,4.3
CC1(C(=O)Nc2cccc3cccnc23)CCN1C(=O)Cc1ccc(Cl)cc1Cl (stereo not drawn),-7.4,0.5,.,19.1,0.9,-0.3,i,1.4,3.4,-4.6
CC(C)=CC(=O)Nc1nnc(C)s1,1.6,-3.2,-0.3,-4.9,-0.3,2.5,i,0.5,6.7,1.1
C=C1C(C(=O)Nc2ccc(OC)cc2)C1C(=O)Nc1ccc(OC)cc1 (stereo not drawn),11.9,1.1,18.8,-5.8,2.1,-3.0,i,-0.4,-11.5,-1.2
CC(C)(CO)NCC(O)Cn1cc(C=O)c2ccccc21 (stereo not drawn),0.7,-4.0,-1.0,10.0,-1.6,-5.1,i,0.2,-6.5,-1.7
CC(=O)SC1CC(=O)C=C2CCC3C4CCC(=O)OC4(C)CCC3C21C (stereo not drawn),0.2,2.3,0.0,5.8,-1.1,-0.9,i,-0.1,-1.3,0.7
Cc1ccc(Sc2cnccc2C#N)cc1,1.5,-2.3,-9.7,-14.8,-0.1,5.7,i,-0.9,-5.0,-4.8
COc1cc(OC)c(C(=O)O/N=C(\N)c2ccccn2)cc1OC,1.9,-4.1,-4.5,-1.0,0.0,-1.9,i,-0.1,-7.7,-3.5

# In the list so far, 4 contain an aryl thioether with sulfur outside any ring.
SMILES,DNMT1 block,STEP inh,Scp-1 inhibitor,MLLE-PAM2 inh,LMPTP block,CSN deneddyl inh,Rpn11 block,Tb MetRS inh,NadD inh,SUMO1 PPI mod
CSc1ccccc1-c1ccc2nccn2c1,5.6,-1.1,.,-30.0,2.3,0.2,i,0.0,3.8,-1.5
CC(C)(C)c1ccc(CSc2nnc(-c3ccccc3NC(=O)c3ccccc3)o2)cc1,5.0,1.4,-12.9,-77.6,0.6,-17.0,i,-0.4,-4.3,-0.3
COc1cccc(NC(=O)CSc2nnc(-c3ccco3)c(-c3ccco3)n2)c1,87.4*,8.6,66.3*,25.9,3.1,38.8,i,0.0,5.8,26.2
Cc1ccc(Sc2cnccc2C#N)cc1,1.5,-2.3,-9.7,-14.8,-0.1,5.7,i,-0.9,-5.0,-4.8
